# BoNT-F LC inh – BoNT F light chain protease inhibition; 360,000 compounds, 0.22% hits; inhibition, % at 10 µM; Multiplex microsphere protease cleavage assay, flow cytometry; AID 588497; in the data active means inhibition above about 35%, passing the limit was not always enough; further: plate controls were buffer without enzyme for full effect and enzyme alone for no effect
# Mtb UGM inh – blocks M. tuberculosis UGM enzyme | 320,000 compounds, 0.06% hits | inhibition, % at 10 µM | AID 504406 | P9WIQ1 | purified UGM, fluorescence polarization probe displacement; in the data active means inhibition above about 10%, passing the limit was not always enough
# Rv3671c protease – inhibitors of M. tuberculosis serine protease Rv3671c. inhibition, % at 5.96 µM. 320,000 compounds, 0.048% hits; in the data active means inhibition above about 38%;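 further: extracellular domain of Rv3671c used as enzyme; 0% = enzyme with DMSO and 100% = no enzyme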
# BioA inh – inhibitors of Mycobacterium tuberculosis BioA enzyme. purified M. tuberculosis BioA enzyme, plate reader. inhibition, % at 9.99 µM. 360,000 compounds, 0.096% hits. AID 602481; in the data active means inhibition above about 40%
# FadD28 FP inh – inhibitors of Mycobacterium tuberculosis FadD28 bisubstrate binding; FadD28 bisubstrate probe binding, fluorescence polarization; 360,000 compounds, 0.22% hits; inhibition, % at 12.5 µM; in the data active means inhibition above about 8.5%, passing the limit was not always enough
# GDH-TPI counter – counter-screen for M. tuberculosis FBA inhibitors: GDH-TPI coupled enzymes | GDH-TPI coupled enzyme counterscreen, NADH absorbance | inhibition, % at 4.8 µM | 360,000 compounds, 1.2% hits | AID 588335; in the data active means inhibition above about 30%;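 further: 0% = DMSO wells and 100% = wells lacking the enzyme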
# MazEF act – activators of E. coli MazEF toxin-antitoxin RNase. P0AE70. FAM/BHQ RNA-DNA oligo cleavage fluorescence, 5 h. 350,000 compounds, 0.32% hits. activation, % at 20 µM; in the data active means activation above about 50%
# Target sequence (P0AE70 whole entry, looked up): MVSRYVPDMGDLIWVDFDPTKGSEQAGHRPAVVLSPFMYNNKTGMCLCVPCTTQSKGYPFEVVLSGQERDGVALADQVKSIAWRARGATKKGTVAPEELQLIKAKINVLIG
# PrPC TRFRET – reduces human prion protein on the cell surface; P04156; cell surface PrPC, TR-FRET read-out; inhibition, % at 13.8 µM; 370,000 compounds, 0.43% hits; in the data active means inhibition above about 24%; further: 0% = median of the test wells and 100% = reference compound wells
# FBA Mtb inh – inhibits M. tuberculosis FBA enzyme | P9WQA3 | purified M. tuberculosis FBA, fluorescence read-out | inhibition, % at 1 µM | 360,000 compounds, 2.3% hits; in the data active means inhibition above about 27%;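 further: 0% = vehicle and 100% = reference inhibitor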
# Target sequence (P9WQA3 whole entry, looked up): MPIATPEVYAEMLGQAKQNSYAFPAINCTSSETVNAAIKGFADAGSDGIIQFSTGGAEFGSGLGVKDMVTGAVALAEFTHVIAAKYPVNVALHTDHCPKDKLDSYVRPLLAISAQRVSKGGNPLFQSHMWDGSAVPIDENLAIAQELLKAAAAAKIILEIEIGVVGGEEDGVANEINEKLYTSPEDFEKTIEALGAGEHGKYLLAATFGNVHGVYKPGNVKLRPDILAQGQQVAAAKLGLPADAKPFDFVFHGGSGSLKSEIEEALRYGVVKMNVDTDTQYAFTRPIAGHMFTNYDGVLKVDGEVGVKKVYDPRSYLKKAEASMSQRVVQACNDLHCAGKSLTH
# An asterisk follows results filed as active; nt = not tested or not shown. The order is random; 4.8% or so of the library scored in one or more.
entry | SMILES | FadD28 FP inh | Rv3671c protease | GDH-TPI counter | MazEF act | BoNT-F LC inh
1 | O=C(Nc1ccccc1N1CCCCC1)C1CCN(S(=O)(=O)c2ccccc2C(F)(F)F)CC1 | -0.7 | -13 | 6 | -1 | 1
2 | CCOc1ccc(CNC(=O)c2ccc(Sc3ccc(Cl)cc3)c(NC(C)=O)c2)cc1 | -0.4 | -14 | 5 | 0 | -7
3 | O=C(O)CSc1nc2sc3c(c2c(=O)n1-c1ccccc1)CCC3 | -0.4 | 5 | 23 | 0 | -3
4 | N#Cc1c(-c2ccccc2)cc(-c2ccccc2)nc1SCC(=O)NCC(=O)O | -2.5 | 11 | 27 | 11 | -9
5 | CCOC(=O)C1(CCc2ccccc2)CCN(Cc2cccc3cnccc23)CC1 | -4.9 | -4 | 6 | 0 | -4
6 | CCCCC(=O)Nc1ccc(C(=O)c2ccccc2)cc1 | 0.0 | 2 | 4 | 5 | 8
7 | O=C(O)Cn1nc(-c2ccc(F)cc2)oc1=O | 0.1 | -2 | 4 | 5 | 16
8 | COc1ccc(N(CC(=O)Nc2cccc(C)c2C)S(=O)(=O)c2c(C)n[nH]c2C)cc1 | -1.5 | -10 | 4 | -7 | -1
9 | C[C@]12C=CC(=O)C=C1CC[C@@H]1C2C(O)C[C@@]2(C)C1CC[C@]2(O)C(=O)COC(=O)CCC(=O)NC(CC(=O)O)C(=O)O (stereo not given in full) | 1.1 | 1 | 3 | 9 | -6
10 | COc1cccc(CN=C2Nc3ccccc3CS2)c1 | -3.5 | -3 | -4 | 11 | -11

entry | PrPC TRFRET | Mtb UGM inh | FBA Mtb inh | BioA inh
1 | -3 | -1.0 | -1 | nt
2 | 15 | -3.5 | 3 | nt
3 | -2 | 1.0 | 0 | 1.5
4 | 0 | 2.5 | 0 | -0.9
5 | -5 | 0.0 | -1 | -0.8
6 | -1 | 5.2 | -1 | 4.3
7 | -6 | 0.4 | 4 | -0.8
8 | 4 | -1.7 | 1 | 4.2
9 | 2 | 1.1 | 1 | -0.4
10 | -1 | 0.8 | -1 | nt

# Screen by screen, as entered above.
# BioA inh, nos. 1 to 5, in order: nt, nt, 1.5, -0.9, -0.8
# FBA Mtb inh, nos. 1 to 5, in order: -1, 3, 0, 0, -1
# FadD28 FP inh, nos. 1 to 5, in order: -0.7, -0.4, -0.4, -2.5, -4.9

# Next entries follow.
entry | SMILES | FadD28 FP inh | Rv3671c protease | GDH-TPI counter | MazEF act | BoNT-F LC inh
11 | N#Cc1ccccc1/C=N/Nc1nc(-c2ccccc2)c2cc(Br)ccc2n1 | -2.5 | -3 | -1 | -2 | -8
12 | COCCC(=O)N1CCC(Oc2ccc(C(=O)NCCn3cccn3)cc2)CC1 | -4.5 | 4 | 5 | 5 | -6
13 | Cc1ccc(S(=O)(=O)NCc2nc3nc(C)cc(C)n3n2)c(C)c1 | 0.6 | 3 | 10 | -3 | 2
14 | CCOC(=O)CNC(=O)CN1CCCN(S(=O)(=O)c2ccc(Br)s2)CC1 | -2.7 | -6 | 2 | 5 | -4
15 | Fc1ccc(NC(=S)Nc2ccccc2N2CCOCC2)cc1Cl | -3.8 | 11 | -3 | 22 | -8
16 | O=C1CC(c2ccccc2F)c2cc3c(cc2N1)CCC3 (stereo not given) | -2.7 | -5 | 0 | -6 | -4
17 | C=CCOC(=O)COc1cc(C)cc2oc(=O)c3c(c12)CCC3 | 0.0 | -1 | 17 | 0 | -8
18 | CC1(C(=O)NS(=O)(=O)c2ccc(Cl)cc2)CCN1C(=O)C1(c2ccc(Cl)cc2)CC1 (stereo not given) | -0.5 | nt | 6 | nt | -39
19 | CC(C)C[C@H](NC(=O)c1nc[nH]c1C(=O)N1CCN(C(=O)OC(C)(C)C)CC1)C(=O)OC(C)(C)C | -2.0 | 2 | 5 | -7 | -6
20 | CCN1CCCC1Cn1cnc2c([nH]c3ccc(C)cc32)c1=O (stereo not given) | -0.7 | -5 | 20 | 10 | 0

entry | PrPC TRFRET | Mtb UGM inh | FBA Mtb inh | BioA inh
11 | -10 | -1.5 | -1 | 1.0
12 | -8 | -2.3 | 1 | -1.4
13 | -3 | 0.4 | 0 | 1.6
14 | 1 | 0.5 | 1 | -1.0
15 | -1 | -0.2 | -1 | nt
16 | 14 | -1.0 | 0 | -0.7
17 | 2 | 1.9 | 57* | -6.4
18 | -5 | nt | 1 | -0.8
19 | -4 | 1.9 | 1 | 2.9
20 | -7 | 1.5 | 37* | -0.4

# An excerpt from above, limited to MazEF act and FadD28 FP inh.
nr	SMILES	MazEF act	FadD28 FP inh
13	Cc1ccc(S(=O)(=O)NCc2nc3nc(C)cc(C)n3n2)c(C)c1	-3	0.6
14	CCOC(=O)CNC(=O)CN1CCCN(S(=O)(=O)c2ccc(Br)s2)CC1	5	-2.7
15	Fc1ccc(NC(=S)Nc2ccccc2N2CCOCC2)cc1Cl	22	-3.8
16	O=C1CC(c2ccccc2F)c2cc3c(cc2N1)CCC3 (stereo not given)	-6	-2.7

# Reprinted at random: two compounds from above.
entry | SMILES | FadD28 FP inh | Rv3671c protease | GDH-TPI counter | MazEF act | BoNT-F LC inh
17 | C=CCOC(=O)COc1cc(C)cc2oc(=O)c3c(c12)CCC3 | 0.0 | -1 | 17 | 0 | -8
18 | CC1(C(=O)NS(=O)(=O)c2ccc(Cl)cc2)CCN1C(=O)C1(c2ccc(Cl)cc2)CC1 (stereo not given) | -0.5 | nt | 6 | nt | -39

entry | PrPC TRFRET | Mtb UGM inh | FBA Mtb inh | BioA inh
17 | 2 | 1.9 | 57* | -6.4
18 | -5 | nt | 1 | -0.8

# Next results.
entry | SMILES | FadD28 FP inh | Rv3671c protease | GDH-TPI counter | MazEF act | BoNT-F LC inh
21 | CC(/C=N\NC(=O)CN1CCN(Cc2ccccc2)CC1)=C\c1ccco1 | 0.0 | -11 | 53* | 4 | -6
22 | O=C(OCc1nnc(-c2ccccc2)o1)c1ccc2c(c1)C(=O)N(CCc1ccccc1)C2=O | -0.4 | 3 | -4 | -3 | -6
23 | OC(c1cc(C(F)(F)F)nc2c(C(F)(F)F)cccc12)C1CCCCN1 (stereo not given) | -21 | 7 | 8 | 12 | -9
24 | CC(C)N1CCN(Cc2ccc(OCc3ccccc3)cc2)CC1CCO (stereo not given) | -0.5 | -6 | 8 | -16 | -3
25 | O=c1ccc(Oc2nc(N3CCOCC3)nc(N3CCOCC3)n2)n[nH]1 | 0.2 | 0 | 9 | -2 | 7
26 | COc1ccccc1/C=C/C=N/NC(=O)CN1CCN(S(=O)(=O)c2ccc(C)cc2)CC1 | -8.5 | 3 | 33* | -2 | -1
27 | O=C(NCc1cccnc1)c1ccc(=O)oc1 | -5.0 | 5 | 43* | 5 | -3
28 | Cc1cccc(NC(=S)N2N=CCC2c2ccccc2)c1 (stereo not given) | -8.8 | -8 | -5 | -2 | -5

entry | PrPC TRFRET | Mtb UGM inh | FBA Mtb inh | BioA inh
21 | -7 | -1.4 | -6 | nt
22 | 1 | -4.2 | 0 | 2.1
23 | -1 | 0.6 | 4 | 3.9
24 | 7 | -1.8 | 5 | nt
25 | -8 | -1.7 | -3 | 0.6
26 | -7 | 0.2 | -5 | nt
27 | 4 | -1.1 | -1 | -0.8
28 | 3 | -0.3 | 1 | 0.2

# Full records as entered above. Values in the order: FadD28 FP inh | Rv3671c protease | GDH-TPI counter | MazEF act | BoNT-F LC inh | PrPC TRFRET | Mtb UGM inh | FBA Mtb inh | BioA inh
# O=C(NCc1cccnc1)c1ccc(=O)oc1 in the list: -5.0 | 5 | 43* | 5 | -3 | 4 | -1.1 | -1 | -0.8
# O=c1ccc(Oc2nc(N3CCOCC3)nc(N3CCOCC3)n2)n[nH]1 in the list: 0.2 | 0 | 9 | -2 | 7 | -8 | -1.7 | -3 | 0.6
# C[C@]12C=CC(=O)C=C1CC[C@@H]1C2C(O)C[C@@]2(C)C1CC[C@]2(O)C(=O)COC(=O)CCC(=O)NC(CC(=O)O)C(=O)O (stereo not given in full) in the list: 1.1 | 1 | 3 | 9 | -6 | 2 | 1.1 | 1 | -0.4
# CC1(C(=O)NS(=O)(=O)c2ccc(Cl)cc2)CCN1C(=O)C1(c2ccc(Cl)cc2)CC1 (stereo not given) in the list: -0.5 | nt | 6 | nt | -39 | -5 | nt | 1 | -0.8
# CCOC(=O)CNC(=O)CN1CCCN(S(=O)(=O)c2ccc(Br)s2)CC1 in the list: -2.7 | -6 | 2 | 5 | -4 | 1 | 0.5 | 1 | -1.0
